# HDAC3 inh = inhibitors of human histone deacetylase 3; O15379; recombinant HDAC3, fluorogenic peptide/trypsin coupled, fluorescence; inhibition, % at 8.3 µM; hit rate 0.15% among 320,000; in the data active means inhibition above about 26%, passing the limit was not always enough
# MrgX1 PAM = allosterically activates human MrgX1 receptor signaling | MrgX1-HEK293, Fluo-4 calcium flux, FDSS; hits give high values | AID 588675 | B-score at 10 µM | hit rate 0.63% among 310,000 | Q96LB2;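 active means plate-corrected calcium response at least 3 library SD above typical, normal starting fluorescence, not activating the receptor alone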;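 further: compound read alongside a low EC10 to EC30 dose of BAM8-22 agonist; peak minus trough fluorescence over baseline measured at the second addition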
# TRPC6 inhibitor = blocks the mouse TRPC6 cation channel | HEK293-TRPC6, membrane potential dye, ACh-evoked depolarization; hits give low values | B-score at 10 µM | hit rate 1.1% among 310,000 | AID 2553;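 active means B-score under library mean minus 3 SD, initial fluorescence not abnormally high, positive integrated signal ratio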;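 further: B-score derived from integrated fluorescence ratio over the kinetic read; more negative B-score means stronger inhibition of depolarization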
# RGS4 block = inhibitors of human RGS4. P49798. HEK293 M3R/RGS4 inducible, Fluo-4 calcium flux; hits give high values; triggered by carbachol at its EC20. B-score at 10 µM. hit rate 0.45% among 310,000;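 active means B-score, a plate-corrected calcium signal, over three deviations above library mean, with baseline fluorescence within five deviations of library mean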;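 further: RGS4 expression induced by doxycycline in cells with stable M3 receptor; B-score is computed from the integrated fluorescence ratio over baseline after carbachol; higher B-score means a larger calcium signal and so more RGS4 inhibition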
# TMEM16A act = activators or potentiators of mouse TMEM16A chloride channel. AID 623877. Q8BHY3. B-score at 10 µM. hit rate 0.3% among 340,000. HEK293 TMEM16A/YFP-H148Q/I152L, iodide quench fluorescence; hits give low values;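 active means fluorescence-ratio B-score plate-corrected deviation score at least 3 library SD below zero, with starting fluorescence score within 5 deviations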;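 further: channel opened by trigger with iodide after compound preincubation; score built on the fluorescence ratio of max minus min over baseline; more negative score means more quench and so TMEM16A activation or potentiation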
# Target sequence (Q8BHY3 whole entry, looked up): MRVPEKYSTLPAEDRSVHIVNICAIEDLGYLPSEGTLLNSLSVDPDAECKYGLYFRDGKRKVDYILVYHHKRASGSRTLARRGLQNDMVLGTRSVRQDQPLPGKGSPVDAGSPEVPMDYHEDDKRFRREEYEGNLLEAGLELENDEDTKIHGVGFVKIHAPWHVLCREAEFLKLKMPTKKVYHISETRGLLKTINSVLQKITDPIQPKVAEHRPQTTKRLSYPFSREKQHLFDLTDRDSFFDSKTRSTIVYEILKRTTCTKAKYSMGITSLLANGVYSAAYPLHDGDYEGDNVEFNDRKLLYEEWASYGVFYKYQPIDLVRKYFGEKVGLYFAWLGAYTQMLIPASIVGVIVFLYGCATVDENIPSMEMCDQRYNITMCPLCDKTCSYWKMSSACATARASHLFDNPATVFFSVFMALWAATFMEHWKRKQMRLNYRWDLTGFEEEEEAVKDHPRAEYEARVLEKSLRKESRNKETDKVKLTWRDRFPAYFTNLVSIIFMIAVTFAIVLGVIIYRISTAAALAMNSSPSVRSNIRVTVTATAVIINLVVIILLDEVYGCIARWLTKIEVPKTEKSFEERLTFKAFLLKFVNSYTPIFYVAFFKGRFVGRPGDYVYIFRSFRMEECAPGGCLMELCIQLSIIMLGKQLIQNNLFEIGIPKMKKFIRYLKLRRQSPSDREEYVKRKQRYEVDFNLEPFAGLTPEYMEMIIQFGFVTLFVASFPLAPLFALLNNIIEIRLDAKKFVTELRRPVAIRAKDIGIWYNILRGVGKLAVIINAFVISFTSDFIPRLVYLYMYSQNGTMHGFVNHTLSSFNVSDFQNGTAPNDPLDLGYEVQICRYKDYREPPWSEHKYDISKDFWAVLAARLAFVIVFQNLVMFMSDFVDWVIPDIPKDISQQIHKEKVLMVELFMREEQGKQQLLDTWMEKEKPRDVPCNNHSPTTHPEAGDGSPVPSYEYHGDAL
# RGS4 act = RGS4 potentiation or activation; HEK293 M3R/inducible RGS4, carbachol calcium flux Fluo4; hits give low values; B-score at 10 µM; hit rate 0.92% among 310,000;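 active means B-score of the integrated calcium signal more than 4 SD below the library mean, with starting fluorescence not abnormally high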;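 further: negative B-score means reduced calcium response which marks RGS4 activation or potentiation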
#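 Detection: kinetic calcium fluorescence imaging with Fluo4-AM dye, 2 µM / Material: HEK293 cells with stable M3R and inducible RGS4 / Schedule: recording 10 s baseline at 1 Hz, 100 s post-agonist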
# TRPC6 act = activates the mouse TRPC6 cation channel. HEK293-TRPC6 membrane potential dye fluorescence; hits give high values. hit rate 0.13% among 310,000. AID 2550. Q61143. B-score at 10 µM;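 active means B-score of the integrated fluorescence ratio above library mean plus 3 SD, and starting fluorescence ratio within library mean plus 5 SD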;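 further: higher score means more depolarization so channel activation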
# SKKanGAS inh = inhibitors of SKKanGAS S. pyogenes growth in kanamycin (SK-promoter or general growth effect) | inhibition, % at 7.5 µM | AID 1662 | BacTiter-Glo, 6 h | hit rate 1.3% among 300,000;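 active means mean replicate score, as percent of positive control median, at least 50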;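 further: strain carries kanamycin resistance gene driven by streptokinase promoter and grows in 40 µg/ml kanamycin; loss of luminescence reflects streptokinase promoter inhibition or plain growth inhibition; 0% = median of DMSO wells and 100% = positive control at its reference dose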
# ANO1 block = blocks the mouse calcium-activated chloride channel TMEM16A | Q8BHY3 | normalized B-score (activity score, 25-100; higher = stronger inhibition) at 10 µM | hit rate 1.2% among 310,000 | HEK293 TMEM16A/YFP iodide influx fluorescence, ionomycin | AID 588511;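 active means ratio plate-corrected score three or more library SD toward inhibition, starting fluorescence score within five deviations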;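 further: score derived from kinetic fluorescence span divided by baseline fluorescence per well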
# MrgX1 antag = human MrgX1 receptor antagonism, primary screen | hit rate 1.3% among 310,000 | B-score at 10 µM | MRGX1-HEK293 calcium flux, Fluo-4, BAM8-22 antagonism; hits give low values | Q96LB2;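 active means calcium-response B-score plate-corrected more than 3 library SD below zero, starting fluorescence within 5 deviations, no agonist response on first addition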;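 further: peak minus trough fluorescence over baseline after final BAM8-22 challenge near maximal dose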
# MrgX1 agonist = activates human MrgX1 receptor signaling. Q96LB2. MrgX1-HEK293 cells, Fluo-4 calcium fluorescence, agonist mode; hits give high values. B-score at 10 µM. hit rate 0.44% among 310,000. AID 588627;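 active means calcium response B-score plate-corrected fluorescence ratio at least 3 library SD, with starting fluorescence B-score inside 5 SD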
#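 Material: MrgX1-expressing HEK293 cells; input: 15,000 cells per well; doses: test compound given as first of three sequential additions; schedule: overnight plating before 1 h dye loading; technique: Fluo-4 NW calcium-flux fluorescence, kinetic read; evaluation: baseline-normalised fluorescence change ratio, B-scored; control set: plate-wise positive and negative controls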
# The depositor's hits bear a star; i = inactive; nt = no result given.
1: COc1cc(S(=O)(=O)N2CCN(Cc3ccccc3)CC2)ccc1Br
2: C/C(=N\NC(=O)Cc1ccc([N+](=O)[O-])cc1)c1cccnc1
3: O=S(=O)([N-]c1nc2ccccc2nc1-[n+]1ccccc1)c1ccccc1
4: Cc1nn(C2CCS(=O)(=O)C2)c(Cl)c1/C=C/C(=O)OCC(=O)Nc1ccccc1[N+](=O)[O-] (stereo not drawn)
5: CN(C)CCOC1c2ccccc2C=Cc2ccccc21
6: Clc1ccccc1N1CCN(Cc2c[nH]c3ccccc23)CC1
7: Nn1c(SCC(=O)Nc2ccc(F)cc2)nnc1-c1ccccn1
8: COCC(C)n1c(SCc2ccc(C(=O)OC)o2)nc2ccccc2c1=O (stereo not drawn)
Assay by compound	1	2	3	4	5	6	7	8
HDAC3 inh	-1	-5	3	-2	0	2	-1	nt
MrgX1 PAM	i	i	i	i	i	i	i	i
TRPC6 inhibitor	i	i	i	i	-5.5*	i	i	i
RGS4 block	i	i	i	i	i	i	i	i
TMEM16A act	i	i	i	i	i	i	i	i
RGS4 act	i	i	i	i	-7.1*	i	i	i
TRPC6 act	i	i	i	i	i	i	i	i
SKKanGAS inh	-1	1	-3	9	-3	-1	-1	2
ANO1 block	i	i	i	i	i	i	i	i
MrgX1 antag	i	i	i	i	i	i	i	i
MrgX1 agonist	i	i	i	i	i	i	i	i

9: NS(=O)(=O)c1ccc(CCNCc2cccs2)cc1
10: COc1ccc(OC)c(N(CC(N)=O)S(=O)(=O)c2ccc(OC)c(OC)c2)c1
11: O=C(COc1ccc(Cl)cc1Cl)NN1C(=O)C2C3C=CC(C3)C2C1=O (stereo not drawn)
12: O=C(COC(=O)CSCC(=O)N1CCCCC1)Nc1ccc(Cl)cc1
13: Cc1cc(NC(=O)COC(=O)c2ccc(S(=O)(=O)N3CCCc4ccccc43)cc2)no1
14: O=C(NCCCN1CCN(CCCNC(=O)c2cccc(Cl)c2)CC1)c1cccc(Cl)c1
15: CCOCCn1c(CN(Cc2ccccc2)Cc2ccccc2)nc2c1c(=O)[nH]c(=O)n2C
16: CCn1c(SCC(=O)N2CCc3ccccc32)nc2c(c1=O)SC(C)C2 (stereo not drawn)
Assay by compound	9	10	11	12	13	14	15	16
HDAC3 inh	1	3	0	5	-16	1	-7	0
MrgX1 PAM	i	12*	i	i	i	i	i	i
TRPC6 inhibitor	i	i	i	i	i	i	i	i
RGS4 block	i	i	i	i	i	i	i	i
TMEM16A act	i	i	i	i	i	i	i	nt
RGS4 act	i	i	i	i	i	i	i	i
TRPC6 act	i	i	i	i	i	i	i	i
SKKanGAS inh	-8	1	1	-6	3	-1	-3	-1
ANO1 block	i	i	i	i	i	i	i	i
MrgX1 antag	i	i	i	i	i	i	i	i
MrgX1 agonist	i	i	i	i	i	i	i	i

17: CSC1=NC(C)N2C(SC)=NC(C)N12 (stereo not drawn)
18: O=S(=O)(Nc1nccs1)c1cc(Cl)ccc1Cl
19: CSCCC(NC(=O)c1ccco1)C(=O)OCC(=O)Nc1ncc(Cl)c(C)c1Cl (stereo not drawn)
20: CC(C)(C)c1cc2cccnc2n1Cc1cccc(F)c1
21: COc1ccc(-n2ccc3ccccc32)cc1
22: Cc1cc(C(=O)NC(C)Cc2ccccc2)cc(C)c1[N+](=O)[O-] (stereo not drawn)
23: Cc1cc(C(=O)CCC(=O)N2CCN(S(=O)(=O)c3ccccc3)CC2)c(C)s1
24: COC(=O)c1c(NC(=O)CSc2nnc(C)c(=O)[nH]2)sc(C)c1C
Assay by compound	17	18	19	20	21	22	23	24
HDAC3 inh	5	-1	9	-2	1	-3	2	-5
MrgX1 PAM	i	i	i	i	i	i	i	i
TRPC6 inhibitor	i	i	i	i	i	i	i	i
RGS4 block	i	i	i	i	i	i	i	i
TMEM16A act	i	i	i	i	i	i	i	i
RGS4 act	i	i	i	i	i	i	i	i
TRPC6 act	i	i	i	i	i	i	i	i
SKKanGAS inh	17	1	-4	-4	6	3	-2	20
ANO1 block	i	i	i	i	i	i	i	i
MrgX1 antag	i	i	i	i	i	i	i	i
MrgX1 agonist	i	i	i	i	i	i	i	i

25: COc1cc2ccccc2cc1C(=O)Nc1ccc(N2CCOCC2)cc1
26: O=C(NNC(=S)NC(=O)c1ccco1)c1ccc(F)cc1
27: Cc1cccnc1NC(=O)c1ccccc1-c1ccccc1C(=O)Nc1ncccc1C
28: C=CCn1c(Oc2ccccc2)nc2c1c(=O)n(C)c(=O)n2C
29: CCOCC(=O)Nc1cc(C(=O)OC)cc(C(=O)OC)c1
30: COc1cccc(C(=O)Nc2ccc(Oc3cccc(C(F)(F)F)c3)nc2)c1
31: COc1ccc(Br)c2oc(S)cc(=O)c12
32: Cc1cc(S(=O)(=O)NCc2ccccc2)ccc1OCC(=O)Nc1cccc([N+](=O)[O-])c1
Assay by compound	25	26	27	28	29	30	31	32
HDAC3 inh	-3	-1	-1	0	nt	-1	-2	3
MrgX1 PAM	i	i	i	i	i	i	i	i
TRPC6 inhibitor	i	i	i	i	i	i	i	i
RGS4 block	i	i	i	i	i	i	i	i
TMEM16A act	i	i	i	i	i	i	i	i
RGS4 act	i	i	i	i	i	i	i	i
TRPC6 act	i	i	i	i	i	i	i	i
SKKanGAS inh	-4	83*	-20	13	-2	6	10	17
ANO1 block	i	i	i	i	i	i	i	i
MrgX1 antag	i	i	i	i	i	i	i	i
MrgX1 agonist	i	69*	i	i	i	i	i	i

33: COC(=O)c1nc(N)sc1-c1ccc(OC)cc1
34: CSc1ccc(CN(C)CC(=O)Nc2ccc(C)cc2Br)cc1
35: CCOc1ccc(S(=O)(=O)N2CCC(C(=O)Nc3cccc(NC(C)=O)c3)CC2)cc1
36: Cc1cc(C)c(OCC(=O)Nc2nnc(-c3ccco3)o2)c(C)c1
37: Cn1cnnc1SCC(=O)N/N=C/c1ccc(OCC(N)=O)cc1
38: Cc1ccccc1NC(=O)c1c(C)[nH]c(=S)c(C#N)c1-c1ccc(Cl)cc1
39: CCCC1=C(C(=O)OCC)C(c2ccco2)C(C#N)=C(N)O1 (stereo not drawn)
40: CCCCn1c(-c2csc(CC)c2)n[nH]c1=S
Assay by compound	33	34	35	36	37	38	39	40
HDAC3 inh	5	0	0	1	0	-12	6	2
MrgX1 PAM	i	i	i	i	i	i	i	i
TRPC6 inhibitor	i	i	i	i	i	i	i	i
RGS4 block	i	i	i	i	i	i	i	i
TMEM16A act	i	i	i	i	i	i	i	i
RGS4 act	i	i	i	i	i	i	i	-8*
TRPC6 act	i	i	i	i	i	i	i	i
SKKanGAS inh	4	3	1	7	1	3	-4	-8
ANO1 block	i	i	i	i	i	i	i	i
MrgX1 antag	i	i	i	i	i	i	i	i
MrgX1 agonist	i	i	i	i	i	i	i	i

41: O=C(NC1CC1)c1cc(-c2ccco2)nc2ccccc12
42: CN(CC(=O)Nc1ccccc1Cl)C(=O)COC(=O)CCN1C(=O)C2CC=CCC2C1=O (stereo not drawn)
43: CNC(=S)N/N=C/c1ccccc1Cl
44: CCOC(=O)CC1=NC(=O)CS1
45: CCCCn1c(N)c(N(CCOC)C(=O)c2cc3c(s2)CCCCC3)c(=O)[nH]c1=O
46: COc1ccc(C2CC(c3ccc([N+](=O)[O-])cc3)=NN2C(=O)c2ccccc2)cc1OC (stereo not drawn)
47: CCC1(COC(=O)Nc2cccc(Cl)c2)COC1
48: COc1ccc(C(=O)N2CCCC(C(=O)N3CCCCCC3)C2)cc1 (stereo not drawn)
Assay by compound	41	42	43	44	45	46	47	48
HDAC3 inh	nt	6	nt	-1	-3	1	-5	-13
MrgX1 PAM	nt	i	i	i	i	i	i	i
TRPC6 inhibitor	i	i	i	i	i	i	i	i
RGS4 block	i	i	i	i	i	i	i	i
TMEM16A act	i	i	i	i	i	i	i	i
RGS4 act	i	i	i	i	i	i	i	i
TRPC6 act	i	i	i	i	i	i	i	i
SKKanGAS inh	-8	-22	7	-8	6	9	-3	-4
ANO1 block	nt	i	i	i	i	i	i	i
MrgX1 antag	nt	i	i	i	i	i	i	i
MrgX1 agonist	nt	i	i	i	i	i	i	i

# Copied from the entries so far (6 entries):
40: CCCCn1c(-c2csc(CC)c2)n[nH]c1=S
41: O=C(NC1CC1)c1cc(-c2ccco2)nc2ccccc12
42: CN(CC(=O)Nc1ccccc1Cl)C(=O)COC(=O)CCN1C(=O)C2CC=CCC2C1=O (stereo not drawn)
43: CNC(=S)N/N=C/c1ccccc1Cl
44: CCOC(=O)CC1=NC(=O)CS1
45: CCCCn1c(N)c(N(CCOC)C(=O)c2cc3c(s2)CCCCC3)c(=O)[nH]c1=O
Assay by compound	40	41	42	43	44	45
HDAC3 inh	2	nt	6	nt	-1	-3
MrgX1 PAM	i	nt	i	i	i	i
TRPC6 inhibitor	i	i	i	i	i	i
RGS4 block	i	i	i	i	i	i
TMEM16A act	i	i	i	i	i	i
RGS4 act	-8*	i	i	i	i	i
TRPC6 act	i	i	i	i	i	i
SKKanGAS inh	-8	-8	-22	7	-8	6
ANO1 block	i	nt	i	i	i	i
MrgX1 antag	i	nt	i	i	i	i
MrgX1 agonist	i	nt	i	i	i	i

# New compounds follow:
49: COc1ccc(-c2nc3c4ccccc4ccn3c2CN2CCCCC2)cc1OC
50: Oc1ccc(Cl)cc1Nc1nc(NCC2CCCO2)c2ccccc2n1 (stereo not drawn)
51: Cc1c(CCC(=O)N2CCC(C(=O)O)CC2)c(=O)oc2cc3oc4c(c3cc12)CCCC4
52: Cc1nc(N)sc1C(=O)N/N=C/c1ccccc1[N+](=O)[O-]
53: CCc1nnc(NC(=O)CSc2ccc(-c3cccs3)nn2)s1
54: CC(C)NC(=S)NCc1cccs1
Assay by compound	49	50	51	52	53	54
HDAC3 inh	-4	5	-7	3	-4	3
MrgX1 PAM	i	i	i	i	i	i
TRPC6 inhibitor	i	i	i	i	i	i
RGS4 block	i	i	i	i	i	i
TMEM16A act	i	i	i	nt	i	i
RGS4 act	i	i	i	i	i	i
TRPC6 act	i	i	i	i	i	i
SKKanGAS inh	2	0	19	8	-5	2
ANO1 block	i	i	i	i	i	i
MrgX1 antag	i	i	i	i	i	i
MrgX1 agonist	i	i	i	i	i	i

# Compound activity: PubChem, several laboratories
